RNase H inhibition – RNase H inhibition, HIV 1 Gag Pol polyprotein, FRET biochemical assay, screening (AID 372). 100,000 tested, 0.77% active. HIV-1 RT RNase H, FRET RNA/DNA substrate fluorescence; higher % means a stronger effect. one-dose inhibition, % at 10 µM; IC50 in µM for titrated hits; in the data active = inhibition above about 50%
* = called active by the depositor. An excerpt; the hit share may differ from the screen's.

SMILES	RNase H inhibition
O=C(COc1ccc(Cl)cc1)Nc1ccc(I)cc1Cl	33%
O=C1C2C(C(=O)N1/N=C/c1ccc(O)cc1)C1C=CC2C12CC2 (stereo not drawn)	1%
O=S(=O)(NCC(c1ccccc1)N1CCNCC1)c1ccc(Cl)cc1 (stereo not drawn)	4%
O=c1c2c(nc3n1CCS3)-c1ccccc1CC21CCCC1	2%
COc1ccc(/C=C(/NC(=O)c2ccco2)C(=O)Nc2ccc(Br)cc2)cc1	8%
COc1ccc(C(=O)CSc2ncn[nH]2)cc1C	20%
O=C(COc1cccc2ccccc12)NCCO	6%
COc1cc(C2N(Cc3ccccc3)CCN2Cc2ccccc2)ccc1O	6%
CCOC(=O)c1c(NC(=O)c2c(F)c(F)c(F)c(F)c2F)sc(C)c1CC	5%
c1ccc(Cn2ncc3c(N4CCN(c5ccccn5)CC4)ncnc32)cc1	2%
Cc1ccc2nc(NC(=O)CCc3ccccc3)sc2c1	7%
Cc1ccc(C(=O)O)cc1-c1ccc(/C=C2\SC(=O)N(c3ccccc3)C2=O)o1	5%
CCc1ccc(OCC(=O)Nc2ccc(F)cc2)cc1	0%
COc1cccc(N=Cc2ccc(N(C)C)cc2)c1	14%
COc1ccc(C(=O)O/N=C2/C(=O)N(C)c3ccccc32)cc1[N+](=O)[O-]	8%
COc1ccc(OCC2CNC(=O)O2)cc1 (stereo not drawn)	9%
Clc1ccccc1OCCCN1CCCC1	1%
CCN(CC)c1ccc(C=C2C(=O)N(C)C(=S)N(C)C2=O)c(OC)c1	16%
O=C(O)c1ccc(NC(=O)c2ccc3c(c2)C(=O)N(c2ccc([N+](=O)[O-])cc2)C3=O)cc1	3%
O=C(O)c1ccc(-c2cc([N+](=O)[O-])ccc2F)o1	37%
CCOC(=O)CNc1cccc(NCC(=O)OCC)c1	11%
O=C(Nc1ccccc1)c1ccc(CN2CCN(Cc3ccccc3)CC2)cc1	18%
O=C(CCN1C(=O)/C(=C/c2ccccc2Cl)SC1=S)Nc1ccc(F)cc1	13%
COc1ccc(-c2csc(/C(C#N)=C/c3ccc(Cl)cc3Cl)n2)cc1OC	10%
Cc1cc(C)cc(N=Cc2ccc(OCc3ccccc3)cc2)c1	5%
COc1cc(OC)c(OC)cc1/C=N/NC(=O)c1cc(C)[nH]n1	17%
O=C(Nc1cccc2c1CCCC2)c1cccc(F)c1	7%
O=C(Nc1ccc(Oc2ccccc2)cc1)C(F)(F)F	3%
CCOc1ccc(C(=O)/C=C/c2ccccc2Cl)cc1	5%
O=C(N/N=C/c1ccncc1)c1cc([N+](=O)[O-])cc([N+](=O)[O-])c1	24%
CCOc1ccc(C(=O)c2cccc([N+](=O)[O-])c2)cc1	7%
Cc1ccc(C)c(OCc2nnc(NC(=O)c3cccs3)s2)c1	22%
Cc1ccc(C2Nc3ccccc3NC3=C2C(=O)CC(c2ccccc2)C3)cc1 (stereo not drawn)	0%
CCOc1cc(C=O)ccc1OCc1ccc2ccccc2c1	28%
COc1ccc(C(=O)Nc2ccc(O)c(-c3nc4cc(C)c(C)cc4o3)c2)cc1	3%
CCOC(=O)CSc1nc2sc3c(c2c(=O)n1C1CCCCC1)CCCC3	7%
COc1ccc(CNC(=O)C2CCCN2C)cc1OC (stereo not drawn)	9%
O=C(CN1CCOCC1)N/N=C/c1cc(Br)ccc1O	3%
Cc1ccc(C(=O)C(C)OC(=O)c2ccc(N3C(=O)C4C5C=CC(C6CC56)C4C3=O)cc2)cc1 (stereo not drawn)	0%
O=C(Cc1c(O)c2ccccc2[nH]c1=O)NC1CCCCCCC1	10%

Three structures out of the list, sorted by length of the SMILES, descending:
SMILES	RNase H inhibition
Cc1ccc(C2Nc3ccccc3NC3=C2C(=O)CC(c2ccccc2)C3)cc1 (stereo not drawn)	0%
COc1cc(OC)c(OC)cc1/C=N/NC(=O)c1cc(C)[nH]n1	17%
O=C(CN1CCOCC1)N/N=C/c1cc(Br)ccc1O	3%

Going on with the list.
SMILES	RNase H inhibition
Cc1ccc(C(=O)CSc2n[nH]c(C)n2)c(C)c1	2%
COc1ccc([N+](=O)[O-])cc1C1NN=C(c2ccccc2O)S1 (stereo not drawn)	6%
CC(C)(C)NC(=O)C1COc2ccccc2O1 (stereo not drawn)	0%
N=c1oc2ccc([N+](=O)[O-])cc2cc1-c1nc2ccccc2[nH]1	11%
CCOc1ccc(NC(=O)CN(c2ccc(C)cc2)S(C)(=O)=O)cc1	8%
CCOc1ccc(NC(=O)c2cnn(-c3ccccc3)c2NC(=O)c2ccccc2Br)cc1	5%
COc1cc(C=O)cc(Cl)c1OCc1ccc(Cl)cc1	46%
COc1ccc(C(=O)Nc2ccc(NC(=O)c3ccco3)c(C)c2)cc1OC	5%
Cc1cc(OCC(=O)NCC(C)C)ccc1Br	3%
O=C(Nc1cccnc1)c1ccc(-c2ccc(Br)cc2)o1	12%
CCCc1ccc(OCCNC(=O)c2ccc(C)cc2)cc1	14%
N#C/C(=C/c1cccc(F)c1)c1nc(-c2cc3ccccc3oc2=O)cs1	3%
C=CCN(CC=C)C(=O)c1cc(-c2ccc(C)s2)nc2ccccc12	5%
COc1ccc(NC(=O)/C=C/c2ccc(C)o2)cc1	21%
CS(=O)(=O)N(CC(=O)N1CCCC1)c1cccc(C(F)(F)F)c1	0%
Cc1cccc(OCCCCCN2CCCCC2)c1	14%
CCc1c(C)c2ccc(OCC(=O)c3ccccc3)cc2oc1=O	10%
O=C(NC(=O)c1ccc2ccccc2c1)Nc1ccccc1Cl	16%
O=C(O)CN(c1ccc(Br)cc1)S(=O)(=O)c1ccccc1	6%
COc1ccc(/C=C/C(=O)NCC2COc3ccccc3O2)cc1OC (stereo not drawn)	2%
CCOC(=O)C1=C(C)N=c2s/c(=C/c3ccc(I)o3)c(=O)n2C1c1ccccc1OC (stereo not drawn)	4%
Cc1[nH]c2ccccc2c1/C=N/Nc1ccc([N+](=O)[O-])cc1	24%
Cc1cccc(N=Cc2ccc(OC3CSC3)cc2)c1	24%
COC(=O)Cc1cc(OC)c(OC)cc1Cc1cc(OC)c(OC)cc1CC(=O)OC	28%
Brc1ccc(C=Nc2ccc(Nc3ccccc3)cc2)s1	20%
CC(C)(c1cc(Cl)cc(Cl)c1)N1C(=O)C2=C(CCCC2)C1=O	13%
CCOC(=O)c1ccccc1NC(=O)CN(c1ccc(F)cc1)S(=O)(=O)c1ccccc1	1%
CS(=O)(=O)N(Cc1ccc(Cl)cc1)c1ccc(C(=O)Nc2ccc3ccccc3c2)cc1	35%
O=C(N/N=C/c1cccs1)C1CC(=O)N(c2ccc(Cl)cc2)C1 (stereo not drawn)	6%
O=C(/C=C/c1cn(-c2ccccc2)nc1-c1ccccc1)c1cccs1	6%
Cc1ccc(Nc2cc(=O)n(C)c(=O)[nH]2)cc1C	7%
CC1=C(C#N)c2nc(N)c(C#N)c(C)c2/C1=C/c1ccc(-c2ccccc2[N+](=O)[O-])o1	15%
Cc1ccc2nc(N/N=C\c3ccc([N+](=O)[O-])o3)nc(-c3ccccc3)c2c1	19%
O=C(NCCO)/C(=C/c1ccc(Br)cc1)NC(=O)c1cccs1	9%
CCCCCCC(=O)NC(=O)NCc1ccccc1	7%
O=C1NC(=O)N(c2ccccc2F)C(=O)/C1=C\c1ccccc1	7%
CC(c1ccccc1)N1C(=O)C(=Cc2c(NCC3CCCO3)nc3ccccn3c2=O)SC1=S (stereo not drawn)	0%
C=CC[n+]1c(C)[nH]c2ccccc21	0%
O=C(CCc1ccc(Oc2cc([N+](=O)[O-])cc([N+](=O)[O-])c2)cc1)Nc1c(F)cc(F)cc1Br	8%
CC1=C(C(=O)OC2CCCC2)C(c2cccnc2)C2=C(CC(c3ccccc3)CC2=O)N1 (stereo not drawn)	7%

Sorted by SMILES length (descending): some entries from above
SMILES	RNase H inhibition
O=C(CCc1ccc(Oc2cc([N+](=O)[O-])cc([N+](=O)[O-])c2)cc1)Nc1c(F)cc(F)cc1Br	8%
CC1=C(C#N)c2nc(N)c(C#N)c(C)c2/C1=C/c1ccc(-c2ccccc2[N+](=O)[O-])o1	15%
CS(=O)(=O)N(Cc1ccc(Cl)cc1)c1ccc(C(=O)Nc2ccc3ccccc3c2)cc1	35%
Cc1ccc2nc(N/N=C\c3ccc([N+](=O)[O-])o3)nc(-c3ccccc3)c2c1	19%
CCOC(=O)c1ccccc1NC(=O)CN(c1ccc(F)cc1)S(=O)(=O)c1ccccc1	1%
COC(=O)Cc1cc(OC)c(OC)cc1Cc1cc(OC)c(OC)cc1CC(=O)OC	28%
N#C/C(=C/c1cccc(F)c1)c1nc(-c2cc3ccccc3oc2=O)cs1	3%
CC(C)(c1cc(Cl)cc(Cl)c1)N1C(=O)C2=C(CCCC2)C1=O	13%
CS(=O)(=O)N(CC(=O)N1CCCC1)c1cccc(C(F)(F)F)c1	0%
C=CCN(CC=C)C(=O)c1cc(-c2ccc(C)s2)nc2ccccc12	5%
O=C(NCCO)/C(=C/c1ccc(Br)cc1)NC(=O)c1cccs1	9%
COc1ccc(/C=C/C(=O)NCC2COc3ccccc3O2)cc1OC (stereo not drawn)	2%
O=C(O)CN(c1ccc(Br)cc1)S(=O)(=O)c1ccccc1	6%
CCc1c(C)c2ccc(OCC(=O)c3ccccc3)cc2oc1=O	10%
O=C(NC(=O)c1ccc2ccccc2c1)Nc1ccccc1Cl	16%
Cc1ccc(Nc2cc(=O)n(C)c(=O)[nH]2)cc1C	7%
CCCc1ccc(OCCNC(=O)c2ccc(C)cc2)cc1	14%
Cc1cccc(N=Cc2ccc(OC3CSC3)cc2)c1	24%
CCCCCCC(=O)NC(=O)NCc1ccccc1	7%
C=CC[n+]1c(C)[nH]c2ccccc21	0%
Cc1cccc(OCCCCCN2CCCCC2)c1	14%

Additional records follow:
SMILES	RNase H inhibition
Cc1c(C(c2cccc(I)c2)c2c(C)n(C)n(-c3ccccc3)c2=O)c(=O)n(-c2ccccc2)n1C	7%
CCCC1=C(C(=O)OCC)C(c2cc(Br)cs2)C(C#N)=C(N)O1 (stereo not drawn)	16%
CN(C)S(=O)(=O)c1ccc2c(c1)C(=C(C#N)C#N)c1cc(S(=O)(=O)N(C)C)ccc1-2	2%
COc1ccc(NC(=S)NC(=O)/C=C/c2ccc(F)cc2)cc1	22%
C=CCOc1c(Br)cc(Br)cc1/C=c1/sc2nc3cc(C)c(C)cc3n2c1=O	10%
O=C(Nc1ccc(-c2nc3ncccc3o2)cc1)c1ccc(Br)o1	0%
O=C1NC(=O)N(c2ccc(Br)cc2)C(=O)/C1=C/c1cccc(C(F)(F)F)c1	4%
Cc1nn(C)c(C)c1NC(=O)c1ccc(-c2ccccc2)cc1	18%
O=[N+]([O-])c1cccc(S(=O)(=O)NNc2ccccc2)c1	12%
CCCCNCCOCCOc1cccc(Cl)c1	2%
COC(=O)c1c(N)sc(C)c1-c1ccc(C)c(C)c1	5%
Cc1ccc(OCC(=O)NCc2ccc(F)cc2)cc1	0%
COc1ccccc1N1CCN(CC(O)COCCC23CC4CC(CC(C4)C2)C3)CC1 (stereo not drawn)	24%
O=C(N/N=C/c1ccncc1)c1cc(-c2ccc3ccccc3c2)n[nH]1	22%
COc1ccc(C(=O)NC(=S)N2CCN(c3ccc([N+](=O)[O-])cc3)CC2)cc1Br	8%
Brc1cccc(/C=N/N2CCN(Cc3cccc4ccccc34)CC2)c1	7%
COc1ccc(C(=O)n2nc(C)cc2Nc2ccccc2)cc1	0%
O=C(Nc1ccc(F)cc1)c1ccc(I)cc1	0%
O=[N+]([O-])c1cccc(-c2nc(-c3ccncc3)no2)c1	39%
Cc1cccc(C2(c3cccc(C)c3)CC2C(=O)Nc2ccccc2F)c1 (stereo not drawn)	17%
CCOc1cc(/C=C2\SC(N)=NC2=O)cc(Cl)c1OCCOc1cc(C)cc(C)c1	26%
Cn1c(=O)c2c(nc(NCCOCCO)n2C)n(C)c1=O	2%
COc1ccc(C(=O)N2CCCC2)cc1Br	11%
NS(=O)(=O)c1cccc(NC(=O)c2ccc(-c3cccc(Cl)c3)o2)c1	4%
CCCCc1c(C)nc(N/N=C/c2ccc(OC)cc2OC)[nH]c1=O	0%
CC(=O)Nc1ccc(S(=O)(=O)Nc2cccc(-c3nc4ccccc4o3)c2)cc1	1%
CC(C)OC(=O)c1c(-c2ccc(Cl)c(Cl)c2)csc1N	36%
CC1CCCC(N2CCN(c3ccc([N+](=O)[O-])cc3)CC2)C1 (stereo not drawn)	26%
Cc1cc(Cl)ccc1OCCCC(=O)Nc1cc(Cl)ccc1Cl	9%
